Insulin prom inh – TRM-6 insulin promoter activity inhibition. 0.9% of 130,000 active. TRM-6 cells (human fetal islet line), insulin promoter-eGFP reporter, imaging; reporter expression induced with tamoxifen. AID 1273. inhibition, % at 2 µM;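 active = inhibition above the mean plus 3 SD, with well images judged a real hit on visual review, cut at about 60% in these data, passing the limit was not always enough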
sdo1 growth – sdo1-depleted yeast growth rescue; 0.21% of 140,000 active; S. cerevisiae sdo1-depleted JHY4D growth rescue, OD600 30 h; stronger effect = higher value; pdr5 snq2 efflux-pump mutant strain; z-score at 10 µM;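 active = z-score above 3 at both the 24 hr and the 30 hr optical density reads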;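 also: z-score against mean and SD of all compound wells on the same plate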
sdo1 growth Rescue 24 h – further read-out of sdo1 growth, marked with its call; z-score; S. cerevisiae sdo1-depleted JHY4D growth rescue, OD600; measured here: growth rescue at 24 h;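 0 is the plate mean of compound wells and units are plate SD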
Numbers without * were called inactive; nt = not tested or not shown; [ ] = remark or other dose. Only part of the results is shown (hit frequency here may not be typical).

CCOC(=O)c1cnn2c(C(F)(F)F)cc(-c3ccccc3)nc12
  Insulin prom inh: 3.1
  sdo1 growth: -0.04
  sdo1 growth Rescue 24 h: -0.79
O=C(N/N=C/c1ccco1)c1cccc(N2CCCC2=O)c1
  Insulin prom inh: 10.3
  sdo1 growth: 1.15
  sdo1 growth Rescue 24 h: 0.76
CCC1(C)Cc2ccccc2-c2nc3n(c(=O)c21)CCCCC3 (stereo unspecified)
  Insulin prom inh: -8.7
  sdo1 growth: -0.82
  sdo1 growth Rescue 24 h: -0.16
Cc1cc(-c2csc(N)n2)c(C)n1CCC(C)C
  Insulin prom inh: 37.1
  sdo1 growth: 0.54
  sdo1 growth Rescue 24 h: 0.46
NNC(=O)/C(=N/Nc1ccccc1)S(=O)(=O)c1ccc(Cl)cc1
  Insulin prom inh: 31.2
  sdo1 growth: -1.23
  sdo1 growth Rescue 24 h: -0.62
Cc1cc(C)n(-c2ccc(C(=O)Nc3nc4ccccc4s3)cc2)n1
  Insulin prom inh: -15.2
  sdo1 growth: -1.56
  sdo1 growth Rescue 24 h: -0.44
Cc1cc(C)n2ncnc2n1
  Insulin prom inh: -11.1
  sdo1 growth: -0.27
  sdo1 growth Rescue 24 h: -0.83
O=C1CCN(C(=O)/C=C/c2ccccc2)c2ccccc21
  Insulin prom inh: 38.9
  sdo1 growth: nt
  sdo1 growth Rescue 24 h: nt
O=C(NCCCN1CCCC1=O)c1ccc(CNS(=O)(=O)c2ccc(F)cc2)cc1
  Insulin prom inh: nt
  sdo1 growth: 1.09
  sdo1 growth Rescue 24 h: 1.57
COc1cc(OC)cc(C(=O)NCc2cc(C)nc3ccccc23)c1
  Insulin prom inh: 0.0
  sdo1 growth: nt
  sdo1 growth Rescue 24 h: nt

O=C(O)C1CCCCC1C(=O)NCCc1cccc(Cl)c1 (stereo unspecified)
  Insulin prom inh: 61.1
  sdo1 growth: 0.24
  sdo1 growth Rescue 24 h: -0.2
CCOC(=O)C1CCCN(C(=O)c2ccc3c(c2)OCO3)C1 (stereo unspecified)
  Insulin prom inh: -37.5
  sdo1 growth: 0.44
  sdo1 growth Rescue 24 h: 0.57
CC1CC(C)CN(CCOc2ccccc2-c2ccccc2)C1 (stereo unspecified)
  Insulin prom inh: -464.3
  sdo1 growth: -0.85
  sdo1 growth Rescue 24 h: -0.73
O=C(Cc1ccccc1)NCc1ccncc1
  Insulin prom inh: -114.8
  sdo1 growth: nt
  sdo1 growth Rescue 24 h: nt
CCOC(=O)C1CC(c2ccccc2)=NNC1=O (stereo unspecified)
  Insulin prom inh: 25.7
  sdo1 growth: nt
  sdo1 growth Rescue 24 h: nt
Cc1cccc(NC(=O)NCc2ccc3c(c2)cc(C)n3C)c1
  Insulin prom inh: nt
  sdo1 growth: 0.64
  sdo1 growth Rescue 24 h: 0.37
CC1=CC(C)C(C(=O)O)C(C(=O)O)C1 (stereo unspecified)
  Insulin prom inh: 21.9
  sdo1 growth: 1.5
  sdo1 growth Rescue 24 h: 0.63
CC12CC3CC(C)(C1)CC(C(=O)NC1=NCCS1)(C3)C2
  Insulin prom inh: -42.9
  sdo1 growth: -2.25
  sdo1 growth Rescue 24 h: -1.77
Cn1c(NCc2ccc(Cl)cc2)nc2ccccc21
  Insulin prom inh: -42.9
  sdo1 growth: nt
  sdo1 growth Rescue 24 h: nt
Cn1c(C(=O)NCc2ccc3c(c2)OCO3)cc2sccc21
  Insulin prom inh: nt
  sdo1 growth: -0.54
  sdo1 growth Rescue 24 h: -0.66

Cc1c2c(c(C)n1C)C(C(=O)NC1CCCCC1)N(Cc1ccccc1)C2=O (stereo unspecified)
  Insulin prom inh: 0.0
  sdo1 growth: nt
  sdo1 growth Rescue 24 h: nt
O=C(N1CCOCC1)C12CC3CC(C1)CC(c1ccccc1)(C3)C2
  Insulin prom inh: -8.1
  sdo1 growth: -0.97
  sdo1 growth Rescue 24 h: -0.56
O=C(N/N=C/c1ccccc1)c1c(O)c2ccccc2[nH]c1=O
  Insulin prom inh: nt
  sdo1 growth: -1.35
  sdo1 growth Rescue 24 h: -0.86
O=C1Nc2ccc(S(=O)(=O)NCc3ccco3)c3cccc1c23
  Insulin prom inh: 23.7
  sdo1 growth: nt
  sdo1 growth Rescue 24 h: nt
CCOC(=O)c1cc(Br)c(=O)n2ccccc12
  Insulin prom inh: 10.8
  sdo1 growth: 1.12
  sdo1 growth Rescue 24 h: 0.48
C=CCC(c1ccccc1F)N(CCN1CCOCC1)C(=O)Nc1cccc(Cl)c1 (stereo unspecified)
  Insulin prom inh: -34.5
  sdo1 growth: -1.3
  sdo1 growth Rescue 24 h: -0.84
Cc1cc(NC(=O)CSc2nc(CCC3CCCC3)nc3ccccc23)no1
  Insulin prom inh: -11.4
  sdo1 growth: -0.32
  sdo1 growth Rescue 24 h: -0.11
O=c1cc(CNc2cc(Cl)ccc2Cl)nc2sccn12
  Insulin prom inh: 0.0
  sdo1 growth: -0.04
  sdo1 growth Rescue 24 h: -0.79
Cc1ccc(N(C(=O)c2ccccc2Cl)C2=NC(C)CS2)c(C)c1 (stereo unspecified)
  Insulin prom inh: -3.6
  sdo1 growth: 0.25
  sdo1 growth Rescue 24 h: 0.3
COc1ccc(-c2csc(N3C(=O)CNC3=S)n2)cc1
  Insulin prom inh: 13.8
  sdo1 growth: -0.1
  sdo1 growth Rescue 24 h: 0.29

OC(CNC1CCCCC1)COCCOc1ccc(Br)cc1 (stereo unspecified)
  Insulin prom inh: -40.0
  sdo1 growth: 1.18
  sdo1 growth Rescue 24 h: 1.85
Nc1cc(Cl)ccc1N1CCCC1
  Insulin prom inh: 0.0
  sdo1 growth: nt
  sdo1 growth Rescue 24 h: nt
CCOc1cc(S(=O)(=O)N2CCCCC2)ccc1Cl
  Insulin prom inh: nt
  sdo1 growth: 0.72
  sdo1 growth Rescue 24 h: 1.24
Fc1ccc(Cn2c(SCc3ccc(F)c(F)c3)nnc2C(F)(F)F)cc1
  Insulin prom inh: -91.7
  sdo1 growth: -1.76
  sdo1 growth Rescue 24 h: -1.73
Cc1ccc(S(=O)(=O)C(F)(F)F)cc1NC(=O)c1cccnc1
  Insulin prom inh: 15.1
  sdo1 growth: 1.58
  sdo1 growth Rescue 24 h: 1.56
O=C(NCC1CCCO1)C1c2ccccc2C(=O)N1C1CCCCCCC1 (stereo unspecified)
  Insulin prom inh: 0.0
  sdo1 growth: 0.63
  sdo1 growth Rescue 24 h: -0.11
CCc1ccc2c(c1)C(NC(C)=O)C(=O)N2CC (stereo unspecified)
  Insulin prom inh: nt
  sdo1 growth: 0.81
  sdo1 growth Rescue 24 h: 0.73
CCC(Nc1ccc(OC)cc1)C(=O)N/N=C/c1ccc([N+](=O)[O-])cc1 (stereo unspecified)
  Insulin prom inh: 17.2
  sdo1 growth: 0.3
  sdo1 growth Rescue 24 h: 0.26
COc1ccc(NC(=O)c2ccccc2[N+](=O)[O-])cc1OC
  Insulin prom inh: -7.7
  sdo1 growth: 0.25
  sdo1 growth Rescue 24 h: 0.18
COC(=O)C1=C(C)C(c2ccc(OC)cc2)NC(=O)N1 (stereo unspecified)
  Insulin prom inh: 7.1
  sdo1 growth: nt
  sdo1 growth Rescue 24 h: nt

O=C(CCS(=O)(=O)c1cccc2nsnc12)N1CCN(c2ccccc2F)CC1
  Insulin prom inh: -6.5
  sdo1 growth: -0.03
  sdo1 growth Rescue 24 h: -0.01
N#Cc1ccsc1NC(=O)c1cnccn1
  Insulin prom inh: nt
  sdo1 growth: -0.32[19.7 µM]
  sdo1 growth Rescue 24 h: -0.72
CC(=O)Nc1ccc(NC(=O)C/C(C)=N/NC(=O)C(=O)N2CCCC2)cc1
  Insulin prom inh: nt
  sdo1 growth: -1.14
  sdo1 growth Rescue 24 h: -1.48
C/C(=N\NC(=O)Cn1nc(C)c([N+](=O)[O-])c1C)c1ccc(O)cc1
  Insulin prom inh: nt
  sdo1 growth: 2
  sdo1 growth Rescue 24 h: 1.44
Cc1ccc(Nc2nc(-c3c(C)nc4ccccn34)cs2)cc1
  Insulin prom inh: nt
  sdo1 growth: -0.88
  sdo1 growth Rescue 24 h: -0.32
COC(=O)c1ccc(C)c(NC(=O)c2nn(C)c(=O)c3ccccc23)c1
  Insulin prom inh: nt
  sdo1 growth: -0.45
  sdo1 growth Rescue 24 h: 0.44
O=C(Nc1nc(-c2ccc(Cl)cc2)cs1)c1cccnc1
  Insulin prom inh: -128.6
  sdo1 growth: 0.01
  sdo1 growth Rescue 24 h: 1.62
O=C1OC(c2ccccc2)=C/C1=C\N1CCOCC1
  Insulin prom inh: 27.3
  sdo1 growth: 0.69
  sdo1 growth Rescue 24 h: 0.6
c1coc(Cn2c(SCc3nc4ccccc4[nH]3)nnc2-c2cccs2)c1
  Insulin prom inh: -123.1
  sdo1 growth: -0.69
  sdo1 growth Rescue 24 h: -0.58
CC(=O)C1=C(O)C(=O)N(CCN2CCOCC2)C1c1ccccc1 (stereo unspecified)
  Insulin prom inh: 21.4
  sdo1 growth: 1.76
  sdo1 growth Rescue 24 h: 1.63

Cc1cc(C)c(OCCCCN2CCC(C)CC2)c(Br)c1
  Insulin prom inh: -40.7
  sdo1 growth: nt
  sdo1 growth Rescue 24 h: nt
Cc1cc([N+](=O)[O-])nn1Cc1ccccc1F
  Insulin prom inh: -2.3
  sdo1 growth: -0.07
  sdo1 growth Rescue 24 h: -1.37
CCC(=O)NC(=S)Nc1ccccc1OC
  Insulin prom inh: 18.5
  sdo1 growth: 0.58
  sdo1 growth Rescue 24 h: -0.42
CC(=O)Nc1ccc(S(=O)(=O)NC(C)C(=O)OCC(=O)NC2CCCC2)cc1 (stereo unspecified)
  Insulin prom inh: -7.9
  sdo1 growth: 0.42
  sdo1 growth Rescue 24 h: -0.24
Clc1ccc(Cn2ncc3c(N4CCCC4)ncnc32)cc1
  Insulin prom inh: -4.8
  sdo1 growth: -0.78
  sdo1 growth Rescue 24 h: -0.65
O=C(Cn1cc(C(=O)c2cccs2)c2ccccc21)NCc1cccs1
  Insulin prom inh: 0.0
  sdo1 growth: -1.14
  sdo1 growth Rescue 24 h: -1.31
CCOCCCNC(=O)C1CCCN1C(=O)NC1CCCCC1 (stereo unspecified)
  Insulin prom inh: -25.0
  sdo1 growth: 1.3
  sdo1 growth Rescue 24 h: 0.81
CN(CC(=O)Nc1ccccc1C(F)(F)F)C(=O)COc1cccnc1[N+](=O)[O-]
  Insulin prom inh: -25.0
  sdo1 growth: nt
  sdo1 growth Rescue 24 h: nt
CC(C)(C)C(=O)CNS(=O)(=O)c1ccc(S(=O)(=O)NC2CCCC2)cc1
  Insulin prom inh: -28.6
  sdo1 growth: 0.35
  sdo1 growth Rescue 24 h: 0.33

By substructure, the entries above containing a Cl atom (ten)
NNC(=O)/C(=N/Nc1ccccc1)S(=O)(=O)c1ccc(Cl)cc1
  Insulin prom inh: 31.2
  sdo1 growth: -1.23
  sdo1 growth Rescue 24 h: -0.62
O=C(O)C1CCCCC1C(=O)NCCc1cccc(Cl)c1 (stereo unspecified)
  Insulin prom inh: 61.1
  sdo1 growth: 0.24
  sdo1 growth Rescue 24 h: -0.2
Cn1c(NCc2ccc(Cl)cc2)nc2ccccc21
  Insulin prom inh: -42.9
  sdo1 growth: nt
  sdo1 growth Rescue 24 h: nt
C=CCC(c1ccccc1F)N(CCN1CCOCC1)C(=O)Nc1cccc(Cl)c1 (stereo unspecified)
  Insulin prom inh: -34.5
  sdo1 growth: -1.3
  sdo1 growth Rescue 24 h: -0.84
O=c1cc(CNc2cc(Cl)ccc2Cl)nc2sccn12
  Insulin prom inh: 0.0
  sdo1 growth: -0.04
  sdo1 growth Rescue 24 h: -0.79
Cc1ccc(N(C(=O)c2ccccc2Cl)C2=NC(C)CS2)c(C)c1 (stereo unspecified)
  Insulin prom inh: -3.6
  sdo1 growth: 0.25
  sdo1 growth Rescue 24 h: 0.3
Nc1cc(Cl)ccc1N1CCCC1
  Insulin prom inh: 0.0
  sdo1 growth: nt
  sdo1 growth Rescue 24 h: nt
CCOc1cc(S(=O)(=O)N2CCCCC2)ccc1Cl
  Insulin prom inh: nt
  sdo1 growth: 0.72
  sdo1 growth Rescue 24 h: 1.24
O=C(Nc1nc(-c2ccc(Cl)cc2)cs1)c1cccnc1
  Insulin prom inh: -128.6
  sdo1 growth: 0.01
  sdo1 growth Rescue 24 h: 1.62
Clc1ccc(Cn2ncc3c(N4CCCC4)ncnc32)cc1
  Insulin prom inh: -4.8
  sdo1 growth: -0.78
  sdo1 growth Rescue 24 h: -0.65

Screening results: PubChem, several laboratories
